DAGLB inh – diacylglycerol lipase beta (human) inhibition | Q8NCG7 | HEK293T DAGLB membrane lysate, EnzChek fluorogenic substrate | inhibition, % at 5.17 µM | 0.059% of 340,000 active; in the data active = inhibition above about 34%;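 also: 0% = enzyme with vehicle and 100% = wells lacking enzyme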
Target sequence (Q8NCG7 whole entry, looked up): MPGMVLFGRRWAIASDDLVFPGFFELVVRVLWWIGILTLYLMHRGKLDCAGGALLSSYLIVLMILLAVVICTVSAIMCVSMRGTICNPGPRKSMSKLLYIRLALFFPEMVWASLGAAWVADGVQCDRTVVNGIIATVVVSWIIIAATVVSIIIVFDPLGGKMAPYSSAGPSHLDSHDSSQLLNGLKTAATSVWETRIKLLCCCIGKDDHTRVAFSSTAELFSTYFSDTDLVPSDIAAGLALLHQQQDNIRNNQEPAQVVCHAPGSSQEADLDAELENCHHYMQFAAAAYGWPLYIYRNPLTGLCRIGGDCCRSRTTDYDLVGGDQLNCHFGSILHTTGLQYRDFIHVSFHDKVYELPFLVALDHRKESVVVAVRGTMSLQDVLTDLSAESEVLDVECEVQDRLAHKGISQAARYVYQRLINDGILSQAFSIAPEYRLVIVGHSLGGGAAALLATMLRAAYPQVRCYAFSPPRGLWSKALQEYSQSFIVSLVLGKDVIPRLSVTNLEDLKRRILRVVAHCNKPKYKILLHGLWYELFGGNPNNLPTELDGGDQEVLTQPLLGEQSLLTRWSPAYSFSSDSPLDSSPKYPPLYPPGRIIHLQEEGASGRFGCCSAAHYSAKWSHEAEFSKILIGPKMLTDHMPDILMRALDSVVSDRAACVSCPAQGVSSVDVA
PvdQ inh – P. aeruginosa PvdQ acylase inhibition | purified PvdQ acylase, fluorescence plate reader | inhibition, % at 10 µM | 0.063% of 340,000 active; in the data active = inhibition above about 30%, passing the limit was not always enough; inconclusive = no clear call, values can overlap the other calls;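 also: 0% = vehicle neutral wells and 100% = reference inhibitor wells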
CAL PDZ FP – inhibitors of human CAL PDZ peptide binding; Q9HD26; 0.02% of 330,000 active; inhibition, % at 20 µM; AID 504414; purified CAL PDZ, TMR-peptide fluorescence polarization, 1 h;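 active = highest replicate inhibition of at least 40%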;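 also: plate controls were DMSO neutral control wells for no effect and unlabeled competitor peptide control wells for full effect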
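Test system: tagged CAL PDZ domain / Buffer or medium: sodium phosphate/NaCl buffer pH 7.4 with TCEP, IgG, Thesit / Reagent: TMR-labelled reporter peptide T*-PRC34 bound in PDZ groove / Compound dosing: single point, 20 µM / Schedule: 1 h incubation at room temperature before polarization reading / Technique: fluorescence polarization (mP) / Benchmarks: unlabelled peptide, DMSO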
phage Ecoli inh – E. coli growth loss with phage present | growth absorbance | inhibition, % at 11.9 µM | 0.26% of 360,000 active | AID 651602; in the data active = inhibition above about 11%
Wnt act – activators of Wnt/beta-catenin signaling. Wnt/beta-catenin reporter cell assay, activator, plate reader. activation, % at 9.35 µM. 1.2% of 300,000 active. AID 743398; in the data active = activation above about 30%, passing the limit was not always enough; inconclusive = no clear call, values can overlap the other calls;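 also: 0% = neutral control wells and 100% = positive control wells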
Ecoli viability – bacterial growth inhibition, counter-screen for AddAB inhibitors | inhibition, % at 11.9 µM | 0.27% of 330,000 active | E. coli V3065 growth, OD600 absorbance, 18 h;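 active = inhibition above the campaign's mean inhibition across all tested compounds plus 3 SD, cut at about 9.9% in these data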;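 also: uninfected addAB+ strain grown without phage in ampicillin broth; 0% = DMSO wells and 100% = ciprofloxacin 0.95 µg/ml wells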
PfHsp90 yeast 2 – growth inhibition of yeast expressing Plasmodium Hsp90; 0.32% of 310,000 active; inhibition, % at 9.4 µM; S. cerevisiae expressing PfHsp90, BacTiter-Glo ATP, 48 h; yeast lacking PDR1 and PDR3 efflux regulators;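 active = every replicate shows inhibition above about 80%, whatever the replicate mean, limit read from the data; inconclusive = mean inhibition reaches the set limit but some replicate falls short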;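 also: 0% = DMSO neutral controls and 100% = 20 µM radicicol positive controls; yeast relying on Plasmodium falciparum Hsp90 in place of its own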
AddAB inh – less growth of phage-infected E. coli with AddAB; E. coli expressing H. pylori AddAB, absorbance growth; inhibition, % at 11.9 µM; 0.29% of 330,000 active; AID 435030; in the data active = inhibition above about 12%;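 also: 0% = vehicle wells of infected cells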
Rtt109 Vps75 – inhibitors of Candida albicans Rtt109/Vps75 histone acetyltransferase; Q5AAJ8; purified Rtt109/Vps75, ThioGlo CoA-SH fluorescence, 4 h; inhibition, % at 34.9 µM; 0.16% of 330,000 active; AID 540336;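 active = inhibition of at least 50% in every replicate; inconclusive = best replicate reaches 50% inhibition but some replicates fall short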
Target sequence (Q5AAJ8 whole entry, looked up): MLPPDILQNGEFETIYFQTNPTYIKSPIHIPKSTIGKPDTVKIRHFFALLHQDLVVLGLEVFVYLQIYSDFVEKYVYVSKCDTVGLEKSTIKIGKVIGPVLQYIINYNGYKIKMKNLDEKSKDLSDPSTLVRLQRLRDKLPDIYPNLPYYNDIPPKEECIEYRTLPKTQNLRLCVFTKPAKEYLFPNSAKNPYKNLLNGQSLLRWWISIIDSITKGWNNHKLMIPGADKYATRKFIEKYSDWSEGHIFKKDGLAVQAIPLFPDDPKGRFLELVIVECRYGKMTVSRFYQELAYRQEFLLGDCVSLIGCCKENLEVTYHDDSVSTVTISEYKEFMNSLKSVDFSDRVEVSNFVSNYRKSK
Tat export inh – inhibitors of E. coli Tat protein transport | AID 488895 | 0.036% of 340,000 active | E. coli MC4100 TorA-mCherry Tat export, fluorescence | inhibition, % at 10 µM;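 active = mean replicate inhibition at least 50% and at least half of replicates individually reaching 50%; inconclusive = only one of the two criteria met; inactive = neither criterion met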;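 also: exported cargo escapes ClpAP degradation while cytoplasmic cargo is degraded and loses fluorescence; 0% = median of neutral control wells and 100% = median of NaSCN control wells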
The depositor's hits bear a star; u = inconclusive; x = no result given.

SMILES	DAGLB inh	PvdQ inh	CAL PDZ FP	phage Ecoli inh	Wnt act	Ecoli viability	PfHsp90 yeast 2	AddAB inh	Rtt109 Vps75	Tat export inh
COc1ccc(NS(=O)(=O)c2cccc3nsnc23)cc1Cl	-2.4	-18.5	-1.2	3.6	-0.1	0.6	1.7	-1.0	6.9	-7.6
CN(NS(C)(=O)=O)c1c(C#N)c(C(F)(F)F)nn1C	0.8	-4.9	-1.5	3.9	-2.2	-1.6	-12.1	2.2	-34.0	-7.1
Cc1cccn2c(=O)c3cc(C(=O)NCCN4CCOCC4)c(=N)n(CCCN4CCOCC4)c3nc12	0.9	-10.4	-0.4	0.8	1.8	-0.4	-10.3	-0.7	-9.3	-4.7
C/C=C/c1ccc(OCC(=O)N(C)CC(=O)Nc2ccc(F)cc2)c(OC)c1	4.8	-13.2	-1.0	1.0	0.4	-1.4	-7.0	-1.0	6.2	-17.3
Cc1cccc(NC(=O)CCS(=O)(=O)c2ccc(Cl)cc2)c1	-0.5	-6.5	-0.2	0.2	3.4	1.6	3.7	0.2	1.1	-11.9
O=C(CSc1nnc2ccccn12)c1ccc(OC(F)F)cc1OC(F)F	2.3	-9.5	-0.8	1.9	3.6	-2.7	x	0.3	-2.1	6.1
C/C=N/NC(=O)c1cc(Br)ccc1O	2.4	-15.8	0.1	1.6	x	-0.3	11.9	1.4	-9.1	-2.9
O=C(OCC(=O)N1N=C(c2ccc(Cl)cc2)CC1c1ccco1)c1ccccc1O (stereo unspecified)	-14.8	-9.4	-2.5	1.6	x	-2.0	-30.4	-1.2	0.7	-1.9
COc1ccc(/C=C/C(=O)OCC(=O)Nc2ccc3[nH]c(=O)[nH]c3c2)cc1OC	3.3	-22.2	0.7	-0.4	-1.4	-2.2	x	-2.6	-1.8	3.1
O=c1[nH]c2cc(F)ccc2c2ccc(F)cc12	-1.9	-15.6	-0.5	1.0	0.1	x	-21.5	x	0.9	-15.6
COc1ccc(C2CC(=O)Oc3c(C(C)C)ccc(C)c32)cc1 (stereo unspecified)	-8.1	3.3	-0.8	1.0	-2.1	0.5	2.5	0.1	7.6	-4.2
COc1cccc(-c2nnc(SCCOc3ccc4c(C)cc(=O)oc4c3)o2)c1	-0.8	-13.8	-0.3	0.5	x	1.5	-5.3	2.8	-2.0	7.4
Cc1cccc(C(=O)OCC(=O)NCc2cccs2)c1	-1.6	1.1	0.1	3.8	2.3	-1.2	-3.9	2.3	5.2	-2.6
CCCN1CCC(=O)N([C@H](CSc2ccccc2)c2ccccc2)CC1	1.2	-10.1	-1.3	1.4	23.4	3.1	21.5	4.1	-1.3	5.2
O=C1C=C(NCC2CCCO2)CC(c2ccccc2)C1 (stereo unspecified)	-0.1	12.6	0.0	0.7	x	x	-12.4	x	0.8	-6.1
CCCOc1ccc(/C=C/C(=O)NC2CCCCC2)cc1OC	-1.1	-10.8	-0.2	0.1	-0.5	2.1	-5.5	5.5	-5.0	1.8
CCCCNC(=O)C1(O)c2ccccc2NC(=O)N1c1ccc(Cl)cc1 (stereo unspecified)	3.2	-9.1	-1.1	2.9	1.9	1.7	-3.3	0.8	-8.6	10.9
Cc1ccc(C(=O)NCc2nnc(SCC(=O)NC(C)c3ccccc3)n2C)cc1 (stereo unspecified)	4.4	-4.4	-1.1	5.3	6.6	-0.7	5.4	0.2	-1.9	16.6
COc1ccc(-c2noc(C(=O)NCc3ccccc3Cl)n2)cc1OC	-7.1	-5.0	-2.1	5.4	-1.7	1.7	-4.2	-0.1	2.6	-5.9
COc1ccc(C(=O)OCc2c(F)cccc2Cl)cc1S(=O)(=O)N1CCOCC1	-4.0	-8.7	-1.8	-2.9	4.0	4.2	-2.4	3.3	3.0	-4.5
COc1ccc(C(=O)O)cc1S(=O)(=O)Nc1cccc(C(F)(F)F)c1	-2.5	-8.0	-1.3	2.4	x	-2.4	-8.5	-1.9	-5.2	3.2
COc1ccc2cc(C(=O)N3CCc4ccccc43)[nH]c2c1	0.8	-2.3	x	1.0	46.1*	-2.6	-8.0	0.6	1.2	0.7
COC(=O)C1=C(C)N(CCCC(=O)O)C(=O)NC1c1ccc(OC)cc1 (stereo unspecified)	2.0	-9.5	-1.4	2.1	0.9	-1.4	0.9	3.2	1.1	1.7
O=C(OC12CC3CC(CC(C3)C1)C2)c1ccc(NCc2cc(O)ccc2O)cc1	0.6	1.2	-0.4	0.0	-6.1	x	123.8*	x	-1.6	1.0
O=C(NNC(=O)c1ccc(NC(=O)C2CC2)cc1)c1ccc(F)cc1	1.6	-2.8	-1.4	-0.6	-1.0	x	5.6	x	-1.3	8.1
Cc1ccc(OCCCCCCN2CCNCC2)c(Br)c1	-0.8	-2.9	-0.8	2.5	11.6	-2.3	15.0	1.8	4.7	-1.4
O=C(Nc1ncc2c(n1)-c1ccccc1OC2)c1ccc(Cl)cc1Cl	-1.3	0.1	0.1	1.7	-5.1	0.6	16.6	1.4	4.3	-3.6
O=C(NCc1cccnc1)C1CCN(S(=O)(=O)N2CCOCC2)CC1	-2.0	10.4	-0.8	1.6	x	5.4	10.2	2.6	-3.2	2.1
COc1cccc(CN(C)C(=O)c2ccc(Oc3ccccc3)cc2)c1OC	-7.1	3.6	-2.8	1.3	-0.5	-0.3	13.0	0.8	x	6.4
O=S(=O)(NCC(c1cccnc1)N1CCN(Cc2ccccc2)CC1)c1ccc(Cl)cc1 (stereo unspecified)	-0.2	-19.6	-2.4	0.0	-1.1	0.1	2.8	-0.1	8.7	-1.8
C=CCn1c(C(C)(C)C)nc2ccccc21	-0.9	-11.0	-0.4	3.3	-2.2	3.3	-23.2	3.2	-4.1	2.1
O=[N+]([O-])c1ccccc1S(=O)(=O)Nc1cccc(-c2ccc(N3CCOCC3)nn2)c1	0.0	-13.1	-0.1	1.5	2.4	-1.1	-5.9	-1.3	-9.0	5.0
CCCCN1C(=O)Cc2c1nc(N)c1c(N)nc(N(CCC)CCC)c(C#N)c21	-11.7	9.8	-1.6	2.5	-2.3	0.8	-36.6	4.3	5.1	1.3
OCC(O)C1OC(Nc2ccc(Cl)cc2)C(O)C1O (stereo unspecified)	-1.2	-7.6	-1.6	-3.0	4.1	0.0	-14.2	2.6	1.5	-4.2
C=CCc1c(C)nn(CC(=O)O)c1-c1ccccc1	-1.0	-4.5	-0.4	-0.3	x	1.9	4.8	3.0	-3.1	-11.8
O=C(Cc1ccccn1)c1ccccc1	0.2	-11.5	0.3	0.6	1.4	-0.3	4.6	0.9	-6.5	-3.9
CCOc1ccc(Cl)cc1S(=O)(=O)N1CCC(C(=O)NCc2ccco2)CC1	-0.2	-18.3	-1.1	1.1	-2.0	-0.8	32.8	3.1	7.3	-7.3
Cc1ccccc1NC(=S)N(Cc1ccccn1)Cc1ccccc1Cl	-2.6	-3.7	-0.3	0.3	-0.2	-1.8	-4.0	-3.2	4.1	18.1
CCc1ccccc1NC(=O)CSc1nnc(Cn2nnc3ccccc32)n1C	-2.4	13.0	-2.2	2.8	-15.0	-0.6	0.5	2.4	10.3	3.6
CCOc1cccc(C(=O)Nc2cc(-c3nn4c(C)nnc4s3)ccc2C)c1	-0.5	-16.2	-2.6	2.1	-2.2	0.0	1.2	2.6	0.9	-15.5
COc1ccc2c(Cl)c(C(=O)NCc3ccco3)sc2c1	-17.8	-7.8	-0.7	2.1	x	-1.3	x	-5.2	7.4	1.0
CC(C)Cn1nc(C(=O)NCc2ccccc2CN2CCCC2)c2ccccc2c1=O	-1.0	5.1	-0.4	4.5	-1.2	-1.0	1.4	0.2	9.9	1.6
COc1cccc(NC(=O)CN(C)C(=O)CC(NC(=O)c2ccccc2Cl)c2ccccc2)c1 (stereo unspecified)	-1.9	-5.5	-1.1	6.3	0.7	0.0	4.0	0.3	11.9	-5.5
CC(C)[C@H](CN1CCC[C@H]1CN1C(N)=NC[C@@H]1Cc1ccccc1)N1C[C@@H](Cc2ccccc2)N(CCc2ccc(Cl)c(Cl)c2)C1=N	1.5	-59.8	-14.1	x	x	5.6	-3.6	6.5	-5.5	8.1
COc1ccc(N2CCN(S(=O)(=O)c3cn(C)cn3)CC2)cc1	3.9	-11.2	-3.1	2.6	-1.1	1.6	7.7	1.2	-3.5	-2.9
COc1cc(/C=C/C(=O)Nc2nc3ccc(S(=O)(=O)NC(C)C)cc3s2)cc(OC)c1OC	2.9	-4.9	-1.0	3.4	x	-0.8	-5.9	1.1	0.7	4.2
O=C1NC2(CCc3ccccc32)C(=O)N1CCOc1ccc(Cl)cc1 (stereo unspecified)	0.2	-11.2	-4.7	-2.8	-10.0	-2.2	-88.0	2.0	1.6	0.3
Cn1c(C2=C(O)CN(c3ccccc3)C2=N)nc2ccccc21	-0.6	6.3	0.2	2.9	6.4	-0.2	3.9	-1.2	x	-7.9
c1coc(-c2nnc(NC3=NCCC3)o2)c1	0.7	13.3	-2.7	2.9	x	-1.6	10.3	0.2	16.5	-4.3
Cc1cc(-c2csc(NC(=O)c3ccccc3C(F)(F)F)n2)c(C)n1Cc1ccccc1	4.5	-5.8	0.5	-0.5	x	-0.8	-5.8	3.5	-0.7	-4.7

Next part
SMILES	DAGLB inh	PvdQ inh	CAL PDZ FP	phage Ecoli inh	Wnt act	Ecoli viability	PfHsp90 yeast 2	AddAB inh	Rtt109 Vps75	Tat export inh
CN(C(=O)c1cc2c(s1)-c1ccccc1S(=O)(=O)C2)c1ccccc1	-0.9	4.3	-0.2	2.5	7.5	-2.1	6.8	1.9	-7.5	-4.2
CN(C)CCCN(C(=O)c1ccc(C(=O)c2ccccc2)cc1)c1nc2ccc(F)cc2s1	-2.8	-2.0	-4.4	1.1	-0.7	0.1	-11.4	3.4	u	4.7
CCOC(=O)c1oc2ccccc2c1COC(=O)CNC(=O)c1cc(OC)c(OC)c(OC)c1	-5.0	18.0	-4.2	3.3	-2.2	1.5	-11.3	-1.2	19.7	-0.4
CC(=O)c1ccc(NC(=O)N2CCCC(C(=O)c3ccc4c(c3)OCO4)C2)cc1 (stereo unspecified)	-1.1	8.4	-0.7	-0.3	2.9	-0.9	5.4	1.4	11.2	-2.6
CC(=O)Nc1cccc(-c2nnc(-c3ccccc3)o2)c1	-1.6	-0.9	-0.7	3.0	34.9*	1.3	x	1.2	-2.5	-3.4
Cc1ccccc1C(=O)NNC(=O)Nc1ccccc1	x	x	x	4.8	0.4	-0.9	x	0.0	x	x
N#C/C=C/N1CCN(Cc2ccc3c(c2)OCO3)CC1	-6.7	-14.2	1.1	1.1	0.8	-0.9	0.9	-1.1	-1.7	2.4
O=C(NC1CCCc2c1cnn2-c1ccc(F)cc1F)c1ccccn1 (stereo unspecified)	-0.1	-9.0	-1.9	2.8	-5.3	1.6	6.2	3.7	-0.4	5.3
O=C(COC(=O)CNS(=O)(=O)c1ccccc1)NC12CC3CC(CC(C3)C1)C2	0.3	10.2	-2.9	2.7	-0.5	0.9	14.5	3.2	9.2	-1.5
COc1cccc(NC(=O)Cc2ccc3ccccc3c2)c1	-15.2	8.5	0.0	-0.4	3.4	2.6	-4.0	1.8	x	-1.6

Screening results: PubChem, several laboratories

The order is random. About 1.9% of those tested had a hit in this group.
